# Screening data as filed in PubChem.
# TcdB inh: TcdB glycohydrolase inhibition. inhibition, % at 9.99 µM. 350,000 tested, 0.24% active. AID 652162. TcdB glycohydrolase enzymatic assay, plate reader; in the data active = inhibition above about 10%
# Target sequence (P18177 whole entry, looked up): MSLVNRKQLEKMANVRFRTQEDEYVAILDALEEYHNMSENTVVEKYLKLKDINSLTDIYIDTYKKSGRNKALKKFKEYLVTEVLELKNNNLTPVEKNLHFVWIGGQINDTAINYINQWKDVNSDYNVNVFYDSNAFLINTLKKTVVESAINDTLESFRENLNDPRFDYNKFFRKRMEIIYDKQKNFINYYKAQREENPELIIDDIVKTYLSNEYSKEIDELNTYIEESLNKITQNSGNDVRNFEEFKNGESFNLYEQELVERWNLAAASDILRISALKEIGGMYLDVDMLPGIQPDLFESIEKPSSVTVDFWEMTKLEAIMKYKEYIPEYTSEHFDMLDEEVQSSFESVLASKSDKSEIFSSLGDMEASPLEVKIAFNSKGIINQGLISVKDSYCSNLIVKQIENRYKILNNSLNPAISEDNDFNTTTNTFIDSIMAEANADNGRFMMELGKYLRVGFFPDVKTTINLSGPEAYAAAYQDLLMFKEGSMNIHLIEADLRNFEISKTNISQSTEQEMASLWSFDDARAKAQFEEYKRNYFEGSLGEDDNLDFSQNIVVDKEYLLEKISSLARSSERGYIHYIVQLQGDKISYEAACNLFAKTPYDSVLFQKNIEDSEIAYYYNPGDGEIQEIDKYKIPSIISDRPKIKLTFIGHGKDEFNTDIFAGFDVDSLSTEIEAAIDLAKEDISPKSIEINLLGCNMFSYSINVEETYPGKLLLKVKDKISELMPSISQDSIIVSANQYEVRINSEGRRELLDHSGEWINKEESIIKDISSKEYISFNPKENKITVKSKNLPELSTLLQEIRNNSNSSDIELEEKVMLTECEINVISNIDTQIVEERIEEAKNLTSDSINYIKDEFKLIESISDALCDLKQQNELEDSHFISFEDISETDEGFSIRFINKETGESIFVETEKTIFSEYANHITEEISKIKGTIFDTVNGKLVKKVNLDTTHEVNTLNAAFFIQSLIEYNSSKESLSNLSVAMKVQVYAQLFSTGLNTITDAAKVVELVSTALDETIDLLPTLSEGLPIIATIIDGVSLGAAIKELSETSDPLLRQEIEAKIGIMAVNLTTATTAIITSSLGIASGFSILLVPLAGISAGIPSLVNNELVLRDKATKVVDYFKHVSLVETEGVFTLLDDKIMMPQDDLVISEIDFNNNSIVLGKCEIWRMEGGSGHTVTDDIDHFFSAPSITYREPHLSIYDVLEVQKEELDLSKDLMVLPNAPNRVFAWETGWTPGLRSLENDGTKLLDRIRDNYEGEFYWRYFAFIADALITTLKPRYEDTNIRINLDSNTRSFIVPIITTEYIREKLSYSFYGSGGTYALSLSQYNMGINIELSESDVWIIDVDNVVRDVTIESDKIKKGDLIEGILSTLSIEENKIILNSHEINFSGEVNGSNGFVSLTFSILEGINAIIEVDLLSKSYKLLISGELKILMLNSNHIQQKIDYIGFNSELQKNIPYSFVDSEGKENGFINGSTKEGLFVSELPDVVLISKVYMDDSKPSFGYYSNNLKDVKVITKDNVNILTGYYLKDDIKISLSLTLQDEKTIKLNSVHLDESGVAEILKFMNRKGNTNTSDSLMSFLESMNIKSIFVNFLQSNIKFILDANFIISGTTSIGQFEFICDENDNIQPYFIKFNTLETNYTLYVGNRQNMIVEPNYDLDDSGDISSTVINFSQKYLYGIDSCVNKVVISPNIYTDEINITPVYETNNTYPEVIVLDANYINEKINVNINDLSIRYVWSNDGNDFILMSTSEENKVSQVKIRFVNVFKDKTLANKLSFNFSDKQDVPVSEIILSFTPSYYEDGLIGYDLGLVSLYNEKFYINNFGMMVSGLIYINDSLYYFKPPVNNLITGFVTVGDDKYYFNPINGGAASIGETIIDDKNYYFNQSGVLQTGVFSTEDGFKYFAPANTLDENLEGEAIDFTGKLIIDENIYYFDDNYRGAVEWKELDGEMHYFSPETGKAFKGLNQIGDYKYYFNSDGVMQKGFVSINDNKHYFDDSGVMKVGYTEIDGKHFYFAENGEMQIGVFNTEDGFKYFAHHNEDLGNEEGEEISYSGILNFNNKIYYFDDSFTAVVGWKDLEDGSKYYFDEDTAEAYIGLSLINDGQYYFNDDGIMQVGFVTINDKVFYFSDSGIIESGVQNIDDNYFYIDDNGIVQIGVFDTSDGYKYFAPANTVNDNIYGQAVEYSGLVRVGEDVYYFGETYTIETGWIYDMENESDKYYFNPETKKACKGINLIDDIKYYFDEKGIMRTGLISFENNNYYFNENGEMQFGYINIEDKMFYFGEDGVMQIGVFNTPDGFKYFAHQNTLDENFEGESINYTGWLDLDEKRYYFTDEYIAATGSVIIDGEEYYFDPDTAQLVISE
# Active calls of the source: *; & = joins results of further samples. An excerpt, so the mix of outcomes need not match the whole.
O=C(c1ccccn1)N1C[C@@H]2[C@H](c3ccccc31)[C@@H](CO)N2C(=O)Cc1ccccc1
  TcdB inh: 0.3

COc1ccc2c3c([nH]c2c1)[C@H](CO)N(C(C)=O)CC31CCN(C(=O)Nc2ccc(F)cc2F)CC1
  TcdB inh: -0.4

O=C(N[C@H]1CC[C@@H](CCNS(=O)(=O)c2ccc(Cl)cc2)O[C@@H]1CO)c1cccnc1
  TcdB inh: 0.4

C[C@@H]1CN([C@H](C)CO)C(=O)c2cc(NS(=O)(=O)c3ccc(Cl)cc3)ccc2O[C@@H](C)CCCCO[C@@H]1CN(C)S(=O)(=O)c1cccs1
  TcdB inh: -0.1

COc1ccc2c3c([nH]c2c1)[C@@H](CO)N(C(=O)CC1CC1)CC31CN(Cc2cccnc2)C1
  TcdB inh: -0.2

N#C[C@@H]1[C@H](c2ccc(-c3cncnc3)cc2)[C@@H](CO)N1C(=O)CN1CCOCC1
  TcdB inh: 0.1

CC(C)NC(=O)N(C)C[C@@H]1Oc2ncc(C#CC3(O)CCCC3)cc2C(=O)N([C@H](C)CO)C[C@@H]1C
  TcdB inh: 0.2

C[C@H](CO)N1C[C@H](C)[C@H](CN(C)CC2CCOCC2)Oc2ncc(C#Cc3ccccn3)cc2C1=O
  TcdB inh: -0.4

CO[C@@H]1CN(C)C(=O)c2ccc(NC(=O)C3CC3)cc2OC[C@@H](C)N(CC2CCCC2)C[C@@H]1C
  TcdB inh: -17.6

CC(C)CC#Cc1cnc2c(c1)C(=O)N([C@H](C)CO)C[C@@H](C)[C@H](CN(C)Cc1ccccn1)O2
  TcdB inh: -6.5

CO[C@H]1CN(C)C(=O)c2ccc(NC(C)=O)cc2OC[C@@H](C)N(C(=O)c2cccnc2)C[C@@H]1C
  TcdB inh: 0.4

CC(C)C#Cc1ccc2c(c1)O[C@H](CN(C)C(=O)CN(C)C)[C@H](C)CN([C@H](C)CO)S2(=O)=O
  TcdB inh: -1.6

O=C(Nc1cc(F)ccc1F)N1CCCCN2[C@@H](CO)[C@@H](c3ccc(-c4cccnc4)cc3)[C@@H]2C1
  TcdB inh: 0.1

CC(=O)N1[C@H](CO)[C@H](c2ccc(-c3ccccc3)cc2)[C@@H]1CNC(=O)NC(C)C
  TcdB inh: -2.1

COc1ccccc1NC(=O)N1CCCCN2[C@H](CO)[C@@H](c3ccc(C#CC4CCCC4)cc3)[C@H]2C1
  TcdB inh: -0.1

CO[C@@H]1CN(C)C(=O)c2cc(NC(=O)Nc3ccccc3F)ccc2OC[C@H](C)N(Cc2ccccc2C(=O)O)C[C@@H]1C
  TcdB inh: -3.7

C[C@@H]1CCCCO[C@@H](CN(C)C(=O)NC2CCCCC2)[C@H](C)CN([C@@H](C)CO)C(=O)c2cc(NC(=O)Nc3ccccc3)ccc2O1
  TcdB inh: 1.9

O=C(C[C@@H]1C=C[C@H](NC(=O)C2CCC2)[C@@H](CO)O1)NCC1CC1
  TcdB inh: 1.6

CO[C@H]1CC[C@@H]2CCN(C)C(=O)[C@H](C)[C@@H](OC)CN(C)C(=O)c3cc(C#N)ccc3OC[C@H]1O2
  TcdB inh: -0.8

C[C@H](CO)N1C[C@H](C)[C@H](CN(C)Cc2ccccc2)Oc2c(NS(=O)(=O)c3cccs3)cccc2C1=O
  TcdB inh: -3.3

C[C@@H]1CCCCO[C@@H](CN(C)S(=O)(=O)c2cccs2)[C@H](C)CN([C@H](C)CO)C(=O)c2cc(NC(=O)Nc3ccccc3)ccc2O1
  TcdB inh: -1.0

Cc1cc(C(=O)Nc2cccc3c2O[C@H](CN(C)S(=O)(=O)c2cccs2)[C@H](C)CN([C@@H](C)CO)C3=O)n(C)n1
  TcdB inh: -0.9

C[C@@H]1CCCCO[C@@H](CN(C)Cc2ccc(C(=O)O)cc2)[C@H](C)CN([C@H](C)CO)C(=O)c2cc(NS(=O)(=O)c3ccc(Cl)cc3)ccc2O1
  TcdB inh: -0.5

C[C@@H]1CCCCO[C@@H](CN(C)Cc2ccc(C(=O)O)cc2)[C@H](C)CN([C@H](C)CO)C(=O)c2cc(NC(=O)Nc3cccc4ccccc34)ccc2O1
  TcdB inh: -5.9

Cn1cnc(S(=O)(=O)N[C@@H]2C=C[C@@H](CC(=O)Nc3ccccc3)O[C@H]2CO)c1
  TcdB inh: -1.5

# Exported tab-delimited: six of the compounds above.
SMILES	TcdB inh
N#C[C@@H]1[C@H](c2ccc(-c3cncnc3)cc2)[C@@H](CO)N1C(=O)CN1CCOCC1	0.1
CC(C)NC(=O)N(C)C[C@@H]1Oc2ncc(C#CC3(O)CCCC3)cc2C(=O)N([C@H](C)CO)C[C@@H]1C	0.2
C[C@H](CO)N1C[C@H](C)[C@H](CN(C)CC2CCOCC2)Oc2ncc(C#Cc3ccccn3)cc2C1=O	-0.4
CO[C@@H]1CN(C)C(=O)c2ccc(NC(=O)C3CC3)cc2OC[C@@H](C)N(CC2CCCC2)C[C@@H]1C	-17.6
CC(C)CC#Cc1cnc2c(c1)C(=O)N([C@H](C)CO)C[C@@H](C)[C@H](CN(C)Cc1ccccn1)O2	-6.5
CO[C@H]1CN(C)C(=O)c2ccc(NC(C)=O)cc2OC[C@@H](C)N(C(=O)c2cccnc2)C[C@@H]1C	0.4

# The list goes on:
COc1ccccc1NC(=O)N[C@@H]1CC[C@@H](CC(=O)N2CCC(Cc3ccccc3)CC2)O[C@H]1CO
  TcdB inh: -0.9

COc1ccccc1NC(=O)N[C@@H]1C=C[C@H](CC(=O)N2CCC(Cc3ccccc3)CC2)O[C@H]1CO
  TcdB inh: -8.9

COc1ccc(NC(=O)N(C)C[C@@H]2Oc3ccc(NC(=O)Nc4ccc(F)cc4)cc3C(=O)N([C@@H](C)CO)C[C@H]2C)cc1
  TcdB inh: -0.4

CN(C)CCCNC(=O)C[C@H]1CC[C@H]2[C@H](COc3ccc(NC(=O)c4cccc(F)c4)cc3C(=O)N2C)O1
  TcdB inh: 0.9

COc1ccc(C#Cc2ccc3c(c2)O[C@@H](CN(C)C(C)=O)[C@@H](C)CN([C@@H](C)CO)S3(=O)=O)cc1
  TcdB inh: 0.5

CO[C@H]1CN(C)C(=O)c2ccc(NC(=O)C3CCC3)cc2OC[C@H](C)N(Cc2nccs2)C[C@@H]1C
  TcdB inh: -0.1

CN(C)C(=O)[C@@H]1[C@@H](CO)[C@@H]2Cn3c(ccc(-c4ccccc4F)c3=O)[C@H]1N2C(=O)c1cccnc1
  TcdB inh: -0.2

CO[C@@H]1CN(C)C(=O)c2ccc(NC(=O)NC(C)C)cc2OC[C@H](C)N(CC2CC2)C[C@@H]1C
  TcdB inh: 0.4

O=C(C1CC1)N1CC(=O)N2[C@H](CO)[C@@H](c3ccc(-c4ccccc4F)cc3)[C@H]2C1
  TcdB inh: 0.6

COc1ccc(S(=O)(=O)Nc2cccc3c2O[C@@H](CN(C)S(=O)(=O)c2cccs2)[C@@H](C)CN([C@H](C)CO)C3=O)cc1
  TcdB inh: -0.3

COc1cccc(S(=O)(=O)N(C)C[C@@H]2Oc3ncc(C#CCC(C)C)cc3C(=O)N([C@H](C)CO)C[C@H]2C)c1
  TcdB inh: -2.4

CCCNC(=O)N(C)C[C@H]1Oc2cc(C#Cc3cccc(F)c3)ccc2S(=O)(=O)N([C@H](C)CO)C[C@H]1C
  TcdB inh: -0.6

O=C(c1ccc(F)cc1)N1CC2(C1)[C@@H](c1ccccc1)[C@@H](CO)N2Cc1ccccn1
  TcdB inh: -1.9

C[C@H](CO)N1C[C@H](C)[C@H](CN(C)S(=O)(=O)c2ccc3c(c2)OCCCO3)OCc2cn(nn2)CCCC1=O
  TcdB inh: 0.2

CO[C@@H]1CN(C)C(=O)c2cc(NC(=O)C3CC3)ccc2OC[C@H](C)N(C(C)=O)C[C@@H]1C
  TcdB inh: -0.8

COc1ccc(S(=O)(=O)Nc2ccc3c(c2)C(=O)N([C@H](C)CO)C[C@H](C)[C@H](CN(C)C(=O)C2CCCCC2)OCCCC[C@H](C)O3)cc1
  TcdB inh: 0.7

CCC(=O)Nc1ccc2c(c1)C(=O)N(C)C[C@@H](OC)[C@H](C)CN(C(=O)Cc1cccnc1)[C@H](C)CO2
  TcdB inh: -2.4

C[C@H]1C=C(C(=O)N2CCN(Cc3ccccc3)CC2)O[C@@H](OCc2ccc(CO)cc2)C1
  TcdB inh: -0.6

COc1ccc(NC(=O)N(C)C[C@@H]2Oc3ccc(NS(=O)(=O)c4c(C)noc4C)cc3C(=O)N([C@H](C)CO)C[C@H]2C)cc1
  TcdB inh: -0.4

O=C(NC[C@@H]1[C@@H](c2ccccc2)[C@H](CO)N1Cc1ccccn1)C1CCCC1
  TcdB inh: -12.1

CC=Cc1ccc2n(c1=O)C[C@H]1[C@H](CO)[C@@H](C(=O)NCCCN3CCOCC3)[C@@H]2N1Cc1cocn1 (mixture of isomers)
  TcdB inh: 0.5

Cc1noc(C)c1NC(=O)Nc1ccc2c(c1)C(=O)N([C@H](C)CO)C[C@H](C)[C@@H](CN(C)C(=O)Nc1ccc(F)cc1)OCCCC[C@H](C)O2
  TcdB inh: 0.0

O=C(O)C[C@@H]1CC[C@@H](NC(=O)c2ccccc2F)[C@H](CO)O1
  TcdB inh: -5.7

CCCC(=O)Nc1ccc2c(c1)C(=O)N(C)C[C@@H](OC)[C@H](C)CN(Cc1ccccn1)[C@@H](C)CO2
  TcdB inh: -0.5

CCCNC(=O)[C@H]1[C@H](CO)[C@H]2Cn3c(ccc(-c4ccc(OC)cc4)c3=O)[C@H]2N1CC
  TcdB inh: 0.1

O=C(c1cccc(F)c1)N1C[C@H]2[C@@H](c3ccccc31)[C@H](CO)N2C(=O)Cc1ccccc1
  TcdB inh: -1.2

Cc1noc(C)c1S(=O)(=O)N(C)C[C@@H]1Oc2ccc(NC(=O)C3CCCCC3)cc2CC(=O)N([C@@H](C)CO)C[C@H]1C
  TcdB inh: 1.0

C[C@H]1CN([C@@H](C)CO)S(=O)(=O)c2ccc(-c3ccncc3)cc2O[C@@H]1CN(C)Cc1cccnc1
  TcdB inh: 0.3

CCCN(C)C[C@H]1OCCCC[C@H](C)Oc2ccc(NS(=O)(=O)c3c(C)noc3C)cc2C(=O)N([C@H](C)CO)C[C@H]1C
  TcdB inh: -5.3

COCC(=O)N1[C@@H](CO)[C@@H]2c3ccccc3N(C(=O)c3ccccc3)C[C@@H]21
  TcdB inh: 1.7

C[C@@H]1CN([C@@H](C)CO)C(=O)c2cc(NC(=O)Cc3cn(C)c4ccccc34)ccc2O[C@H]1CN(C)S(=O)(=O)c1cccs1
  TcdB inh: -0.1

C[C@H]1CN([C@@H](C)CO)C(=O)CCCn2nncc2CO[C@@H]1CN(C)Cc1ccc(C(=O)Nc2ccccc2N)cc1
  TcdB inh: 0.4

O=C(NCCN1CCCCC1)[C@@H]1[C@@H](CO)[C@@H]2Cn3c(cccc3=O)[C@@H]2N1Cc1ccccn1
  TcdB inh: -0.4

O=C(Nc1ccc(F)cc1)N1CC(=O)N2[C@H](C1)[C@H](c1ccc(Br)cc1)[C@@H]2CO
  TcdB inh: 2.3

Cc1ccc(S(=O)(=O)Nc2ccc3c(c2)C(=O)N([C@H](C)CO)C[C@@H](C)[C@@H](CN(C)Cc2ccc(C(=O)O)cc2)O3)cc1
  TcdB inh: -1.6

COc1cccc(NC(=O)N2C[C@@H](O)COC[C@H]3O[C@H](CC(=O)NC4CCCC4)CC[C@@H]32)c1
  TcdB inh: -1.6

O=C(Cc1ccncc1)NCC[C@@H]1CC[C@H](NS(=O)(=O)c2ccccc2Cl)[C@H](CO)O1
  TcdB inh: -0.7

C[C@H]1CN([C@@H](C)CO)C(=O)Cc2cc(NS(=O)(=O)c3ccccc3)ccc2O[C@@H]1CN(C)Cc1ccccc1
  TcdB inh: -0.8

O=C(C1CCOCC1)N1C[C@@H]2[C@H](c3ccccc31)[C@H](CO)N2Cc1ccccc1F
  TcdB inh: -1.6

CN1c2ccc(Br)cc2[C@H]2[C@H](CCN2C(=O)C2CC2)[C@H]1CO
  TcdB inh: 0.4

COc1ccc(S(=O)(=O)N(C)C[C@H]2Oc3c(NC(=O)Nc4ccc(F)cc4)cccc3C(=O)N([C@@H](C)CO)C[C@H]2C)cc1
  TcdB inh: 0.7

C/C=C/c1ccc2c(c1)O[C@H](CN(C)C(=O)NC1CCCCC1)[C@@H](C)CN([C@@H](C)CO)S2(=O)=O
  TcdB inh: 0.1

COc1cccc(-c2cnc3c(c2)C(=O)N([C@H](C)CO)C[C@@H](C)[C@H](CN(C)Cc2ccncc2)O3)c1
  TcdB inh: -0.2

C[C@@H]1CCCCO[C@H](CN(C)C(=O)c2ccccc2)[C@@H](C)CN([C@H](C)CO)C(=O)c2cc(NC(=O)Nc3ccccc3)ccc2O1
  TcdB inh: -1.0

O=C1O[C@H](c2ccccc2)[C@H](c2ccccc2)N2[C@H]1[C@@H](C(=O)O)[C@]1(C(=O)Nc3ccc(C#CCCO)cc31)[C@H]2c1ccc(O)cc1
  TcdB inh: 2.0

CCCNC(=O)N1[C@H](CO)[C@H]2c3ccccc3N(C(=O)NC(C)C)C[C@H]21
  TcdB inh: -9.8

CCC(=O)N1CCC2(CC1)CN(Cc1ccc(Cl)cc1)[C@H](CO)c1[nH]c3cc(OC)ccc3c12
  TcdB inh: 0.6

CO[C@@H]1CN(C)C(=O)c2ccc(NC(=O)NC(C)C)cc2OC[C@@H](C)N(Cc2ccccc2)C[C@@H]1C
  TcdB inh: 1.1

Cc1ccc(S(=O)(=O)N(C)C[C@@H]2Oc3ccc(N(C)C)cc3C(=O)N([C@@H](C)CO)C[C@@H]2C)cc1
  TcdB inh: -8.2

C[C@@H]1CN([C@@H](C)CO)C(=O)c2cccc(NC(=O)Nc3ccc(F)cc3)c2O[C@@H]1CN(C)S(=O)(=O)c1cccs1
  TcdB inh: -0.8

C[C@@H]1CN([C@H](C)CO)C(=O)c2cc(NC(=O)Cc3cn(C)c4ccccc34)ccc2O[C@@H]1CN(C)C(=O)Nc1ccc2c(c1)OCO2
  TcdB inh: 0.8

Cc1noc(C)c1NC(=O)Nc1ccc2c(c1)C(=O)N([C@@H](C)CO)C[C@@H](C)[C@@H](CN(C)Cc1ccc(Oc3ccccc3)cc1)O2
  TcdB inh: -0.2

COc1ccc2c3c(n(C)c2c1)[C@H](CO)N(Cc1ccccc1F)CC31CN(C(=O)C2CCCC2)C1
  TcdB inh: -0.2

COc1ccccc1CNC(=O)C[C@H]1C[C@H]2c3cc(NC(=O)C4CCOCC4)ccc3O[C@H]2[C@@H](CO)O1
  TcdB inh: -0.2

CCCNC(=O)C[C@H]1CC[C@@H]2[C@H](COC[C@@H](O)CN2C(=O)CC)O1
  TcdB inh: 0.6

Cc1ccc(-c2ccc(C3[C@H]4CNC[C@@H]3N4S(=O)(=O)c3cccc(C)c3)cc2)cc1 (some centres undefined)
  TcdB inh: -0.2&0.4
